# SUMO1 PPI mod: modulators of SUMO1 protein-protein interactions, primary screen, biochemical, uHTS; SUMO1 binding to a labelled peptide, TR-FRET, 1 h; Small ubiquitin-related modifier 1 (Homo sapiens), P63165; inhibition, % at 20 µM; 360,000 compounds, 0.33% hits; AID 602429, 2012; in the data active = inhibition above about 37%
# Target sequence (P63165 whole entry, looked up): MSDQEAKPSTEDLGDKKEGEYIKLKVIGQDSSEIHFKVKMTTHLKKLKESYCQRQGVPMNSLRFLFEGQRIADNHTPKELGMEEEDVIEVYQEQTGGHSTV
# SKN-1 block: suppressors of acrylamide-induced Pgst-4::GFP reporter in worms, primary screen, SKN-1 inhibitor project, whole organism, uHTS, GFP/RFP fluorescence ratio, strain VP596; C. elegans VP596 Pgst-4::GFP/RFP ratio, 24 h; inhibition, % at 21.8 µM; 360,000 compounds, 0.49% hits;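 active = interference check ratio from 0.5 to 1.5 plus GFP to RFP signal ratio inhibition reaching or exceeding a fixed threshold, cut at about 30% in these data, passing the limit was not always enough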; also: some compounds called inactive have numbers as strong as hits
# Neddylation inh: inhibitors of cullin neddylation, primary screen, biochemical, TR-FRET, uHTS, NAE and Ubc12. calls only at 25 µM. NEDD8-conjugating enzyme Ubc12 (Homo sapiens) + NEDD8-activating enzyme E1 regulatory …. 360,000 compounds, 0.58% hits; in the data active = inhibition above about 36%
# Target sequence (P61081 whole entry, looked up): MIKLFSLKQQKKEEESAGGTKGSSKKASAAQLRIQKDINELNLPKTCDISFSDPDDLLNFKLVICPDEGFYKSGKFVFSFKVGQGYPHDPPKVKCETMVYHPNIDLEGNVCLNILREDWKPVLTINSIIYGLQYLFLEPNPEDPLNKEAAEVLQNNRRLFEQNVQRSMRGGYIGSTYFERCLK
# Target sequence (Q13564 whole entry, looked up): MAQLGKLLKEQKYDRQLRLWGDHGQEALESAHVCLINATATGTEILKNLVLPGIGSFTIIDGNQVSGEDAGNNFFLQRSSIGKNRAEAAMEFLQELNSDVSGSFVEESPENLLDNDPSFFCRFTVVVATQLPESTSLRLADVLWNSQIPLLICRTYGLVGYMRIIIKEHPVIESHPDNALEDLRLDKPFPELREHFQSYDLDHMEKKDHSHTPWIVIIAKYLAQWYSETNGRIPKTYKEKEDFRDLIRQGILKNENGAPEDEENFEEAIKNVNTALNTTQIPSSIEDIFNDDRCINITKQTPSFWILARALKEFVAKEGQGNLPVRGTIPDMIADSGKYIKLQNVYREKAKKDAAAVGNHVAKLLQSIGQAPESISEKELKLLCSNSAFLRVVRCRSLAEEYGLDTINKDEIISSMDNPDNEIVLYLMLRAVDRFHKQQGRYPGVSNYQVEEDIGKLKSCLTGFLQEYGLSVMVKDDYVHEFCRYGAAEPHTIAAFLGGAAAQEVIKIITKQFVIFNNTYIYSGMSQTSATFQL
# TbMetRS inhib: T. brucei MetRS inhibitors, primary screen, biochemical, luminescence; methionyl-tRNA synthetase (Trypanosoma brucei brucei); purified T. brucei MetRS, ATP depletion, Kinase-Glo luminescence; inhibition, % at 11.9 µM; 360,000 compounds, 0.4% hits; AID 624268, 2012;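 active = inhibition above a per-plate cutoff of the control wells' mean inhibition plus 3 SD, cut at about 5.5% in these data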;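 also: 0% = DMSO wells median and 100% = median of wells with control inhibitor compound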
#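 Measured by: Kinase-Glo luciferase luminescence reporting remaining unconsumed ATP. Material: purified T. brucei MetRS enzyme. Doses: 11.9 µM compound single dose, 0.9% DMSO. Medium: HEPES buffer containing pyrophosphatase, BSA, spermine, DTT. Times: 15 min preincubation, 2 h reaction, all 25 °C. Reagent: methionine, ATP and bulk E. coli tRNA.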
# NRP1-CendR mod: modulators of CendR peptide binding to NRP-1, primary screen, biochemical, fluorescence polarization, uHTS; FAM-RPARPAR peptide binding to NRP-1; 360,000 compounds, 0.85% hits; inhibition, % at 25 µM; Neuropilin-1 (Homo sapiens), O14786;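 active = inhibition or corrected inhibition above about 18%, plus a signal ratio from 0.5 to 1.5, limit read from the data, passing the limit was not always enough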; also: strong numbers were not always called active
# DNMT1 block: human DNMT1 methyltransferase inhibitors, primary screen, biochemical, molecular beacon, fluorescence, HinP1I cleavage, uHTS; DNA (cytosine-5)-methyltransferase 1 (Homo sapiens), P26358; 360,000 compounds, 0.83% hits; inhibition (reported as % activation of signal), % at 10 µM; in the data active = inhibition above about 50%
# LMPTP block: LMPTP phosphatase inhibitors, primary screen, biochemical, fluorescence intensity, uHTS | recombinant LMPTP-A, OMFP fluorogenic substrate | 360,000 compounds, 0.22% hits | Low molecular weight phosphotyrosine protein phosphatase (Homo sapiens), P24666 | inhibition, % at 20 µM;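 active = compounds that cut the enzyme signal by at least half of the control window in the single-dose screen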;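 also: plate controls were DMSO wells with enzyme plus substrate for no effect and substrate without enzyme for full effect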
# Target sequence (P24666 whole entry, looked up): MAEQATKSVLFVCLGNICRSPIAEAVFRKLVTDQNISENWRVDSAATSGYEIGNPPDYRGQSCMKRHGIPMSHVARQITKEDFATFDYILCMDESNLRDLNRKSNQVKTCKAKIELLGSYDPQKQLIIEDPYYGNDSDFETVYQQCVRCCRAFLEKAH
#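 Test system: LMPTP-A phosphatase enzyme; input: 0.625 nM LMPTP-A final; reagent: OMFP substrate, 400 µM final; compound dosing: 20 µM single dose, 3% DMSO; incubation: 50 min dark incubation at room temperature; measured by: endpoint fluorescence intensity from OMFP dephosphorylation; measure: % inhibition relative to no-enzyme and uninhibited control wells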
# STEP inh: STEP phosphatase inhibitors, primary screen, biochemical, fluorescence intensity, uHTS | inhibition, % at 20 µM | AID 588621, 2011 | Tyrosine-protein phosphatase non-receptor type 5 (Homo sapiens), P54829 | recombinant STEP, OMFP fluorogenic substrate | 360,000 compounds, 0.25% hits;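 active = inhibition at 20 µM, scaled per plate between control wells, above about 37%, limit read from the data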;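 also: 0% = DMSO with enzyme and substrate and 100% = substrate only without enzyme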
#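 Also added – OMFP at 25 µM · Test system – STEP tyrosine phosphatase · Technique – FITC-channel fluorescence of OMFP product · Schedule – 20 min at room temperature, dark · Evaluation – control-normalized % inhibition with plate pattern correction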
# Scp-1 inhibitor: Scp-1 phosphatase inhibitors, primary screen, biochemical, colorimetric, uHTS; Recombinant Scp1, phosphopeptide, malachite green phosphate absorbance; inhibition, % at 20 µM; 340,000 compounds, 0.88% hits; AID 493091, 2011;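 active = inhibition above about 50% at 20 µM, limit read from the data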;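 also: plate controls were DMSO wells with enzyme for no effect and wells lacking enzyme for full effect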
#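 Material – SCP-1 phosphatase catalytic domain, residues 76-261 · Buffer or medium – Acidic Tris acetate buffer with magnesium and detergent · Also added – Phospho 17-mer peptide substrate · Compound – single 20 µM dose, 1% DMSO · Times – 45 min room-temperature reaction, 5 min colour, 30 min stabiliser · Technique – Phosphate-binding colour reagent, absorbance read at 630 nm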
# NadD block: inhibitors of S. aureus NadD, primary screen, biochemical, colorimetric, uHTS; Nicotinate-nucleotide adenylyltransferase NadD (Staphylococcus aureus N315); purified NadD enzyme, colorimetric absorbance read-out; inhibition, % at 20 µM; 360,000 compounds, 0.78% hits; AID 602399, 2012; in the data active = inhibition above about 26%; also: some compounds past the cut are filed as inactive
# Numbers without * were called inactive; i = inactive; / = no result given; + = active, no number. No enrichment for hits; 4.6% or so of the library scored in one or more.
# Values in the order: SUMO1 PPI mod	DNMT1 block	STEP inh	Neddylation inh	NadD block	NRP1-CendR mod	LMPTP block	TbMetRS inhib	SKN-1 block	Scp-1 inhibitor
> O=C(NCC1CCCCC1)c1ccc2nc([C@@H]3O[C@H](CO)[C@H](O)[C@H](O)[C@H]3O)[nH]c2c1
    1	-2	-1	i	-2	-2	-3.7	-0.2	-14	/
> COc1cc(C(=O)Oc2cccnc2)cc(OC)c1OC
    5	1	-1	i	1	7	0.9	-0.2	12	-3
> Cn1nnnc1SCC1=C(C(=O)O)N2C(=O)C(NC(=O)C3CC3c3ccccc3)C2SC1 (stereo unspecified)
    1	27	4	i	0	-11	-0.7	1.0	12	59*
> COc1cc(/C=C2/C(=O)N(c3ccc(C(=O)O)cc3)N=C2C)cc(OC)c1O
    -6	3	4	i	-3	-75	3.5	-0.1	9	-7
> Cc1nn(Cc2ccccc2)c(C)c1/C=N/NC(=O)CNc1cccc(C(F)(F)F)c1
    -2	-10	-1	i	-6	3	2.3	0.6	-3	-4
> CCOc1ccc(CCNC(=O)c2nnn(CC(=O)Nc3ccc(OC)cc3)c2N)cc1OCC
    -4	2	-2	i	-3	-4	-1.4	-0.5	-4	-1
> CCCN1CCC(N(CCc2ccccc2)Cc2ccccc2)CC1
    1	1	2	i	-8	12	-1.1	-0.4	10	-6
> Cc1ccc(CNC(=O)C2CCCN(c3nn4c(=O)cc(C)nc4s3)C2)cc1 (stereo unspecified)
    4	-1	1	i	0	2	-0.1	-0.6	-6	0
> O=C(CN(c1ccccc1)S(=O)(=O)c1ccc(F)cc1)N1CCCCCC1
    -2	-3	-2	i	-2	6	-2.1	-1.4	-4	20
> CC(C)(C)OC(=O)NCc1ccc(CNC(=O)c2[nH]cnc2C(=O)NC2CCN(C(=O)OC(C)(C)C)CC2)cc1
    6	-18	-3	i	15	20	2.6	-0.3	0	-2
> CC(CCc1ccccc1)NC(=O)C1CC1 (stereo unspecified)
    5	2	-1	i	2	-9	-0.9	-0.1	-2	9
> Cn1c(Oc2ccccc2NCc2cc(Br)ccc2O)cc(=O)n(C)c1=O
    20	1	2	i	5	7	1.7	-0.1	16	-13
> Cc1cc(C)nc(NS(=O)(=O)c2ccc(NC(=O)CCC(=O)O)cc2)n1
    8	1	2	i	-2	6	-1.3	0.4	-3	-4
> CCOc1cc(N2CCOCC2)c(OCC)cc1NC(=O)c1ccc(-n2ccnc2)c([N+](=O)[O-])c1
    -27	0	-2	i	6	3	0.1	2.1	-11	-3
> O=C(Nc1cccc2c1CCCC2)c1ccco1
    9	2	-5	i	-5	-11	-0.8	0.4	1	-6
> COc1cccc(C(c2c(C)[nH]n(-c3ccccc3)c2=O)c2c(C)[nH]n(-c3ccccc3)c2=O)c1O
    4	-23	1	i	14	2	5.1	8.1*	2	2
> Cc1cc(C)c(S(=O)(=O)N2CCN=C2c2ccccc2)cc1C
    -1	3	0	i	0	4	0.1	0.9	-8	-5
> Cc1ccc(N2C(=O)N(CC(=O)N3c4ccccc4CC3C)C(=O)C2C)cc1 (stereo unspecified)
    9	-3	1	i	-2	-7	0.2	-0.4	9	-2
> Cc1ccc(C(=O)Nc2ccccc2C(=O)NC(CC(=O)O)C(=O)O)cc1 (stereo unspecified)
    1	0	-4	i	3	-1	-0.4	-0.5	9	-9
> COc1ccc(S(=O)(=O)N2CCOCC2)cc1C(=O)Nc1nc2ccccc2s1
    -5	-3	1	i	-4	-14	-0.3	-0.6	-1	-8
> Cc1n[nH]c(C)c1S(=O)(=O)N(CC(=O)Nc1ccc2c(c1)OCCO2)c1ccc(C(C)C)cc1
    -4	-6	-1	i	-2	-10	-0.4	-0.3	-12	-15
> Cc1ccc(S(=O)(=O)NC(=O)NCC2CCN(S(=O)(=O)c3ccccc3)CC2)cc1
    1	0	-2	i	-3	-8	-2.3	-1.4	14	-9
> COC(=O)C1CCCN1C(=O)C12CC3CC(CC(C3)C1)C2 (stereo unspecified)
    2	2	3	i	-1	13	-2.4	-1.5	-13	3
> O=C(CSC1CC(=O)N(CC(c2ccccc2)c2ccccc2)C1=O)Nc1ccc(Cl)cc1 (stereo unspecified)
    -1	-10	-2	i	-3	6	5.1	-1.3	7	-11
> CCCc1cc(C(=O)N(C2CCCCC2)C2CCCCC2)no1
    6	1	1	i	-3	-10	1.6	-0.5	6	-9
> Cc1nn(CC(=O)Nc2ccc3c(c2)nc(CN2CCCC2)n3C)c(=O)c2ccccc12
    9	-4	3	i	12	4	22	-1.3	6	-3
> C[C@@H]1CN([C@H](C)CO)S(=O)(=O)c2ccc(C#C[C@@H](C)O)cc2O[C@@H]1CN(C)Cc1ccc(-c2ccccc2)cc1
    -1	-22	-2	i	2	1	0.1	-1.4	-14	/
> CC(=O)c1ccc(NC(=O)C(C)N2CCN(C/C=C/c3ccccc3)CC2)cc1 (stereo unspecified)
    -1	-6	-3	i	-5	-6	0.6	-0.3	11	-6
> O=C(NCCc1ccc(Cl)cc1)c1cccnc1
    3	1	0	i	5	1	-2.3	0.0	-5	-1
> O=C(NCc1ccco1)c1cccs1
    3	6	-3	i	-6	-9	-1.4	-0.4	4	-13

# In a second layout: entries from further up.
CC(CCc1ccccc1)NC(=O)C1CC1 (stereo unspecified)
- SUMO1 PPI mod = 5
- DNMT1 block = 2
- STEP inh = -1
- Neddylation inh = i
- NadD block = 2
- NRP1-CendR mod = -9
- LMPTP block = -0.9
- TbMetRS inhib = -0.1
- SKN-1 block = -2
- Scp-1 inhibitor = 9

Cc1ccc(CNC(=O)C2CCCN(c3nn4c(=O)cc(C)nc4s3)C2)cc1 (stereo unspecified)
- SUMO1 PPI mod = 4
- DNMT1 block = -1
- STEP inh = 1
- Neddylation inh = i
- NadD block = 0
- NRP1-CendR mod = 2
- LMPTP block = -0.1
- TbMetRS inhib = -0.6
- SKN-1 block = -6
- Scp-1 inhibitor = 0

# Back to the main list; the 3 compounds before the break are reprinted first.
# Values in the order: SUMO1 PPI mod	DNMT1 block	STEP inh	Neddylation inh	NadD block	NRP1-CendR mod	LMPTP block	TbMetRS inhib	SKN-1 block	Scp-1 inhibitor
> CC(=O)c1ccc(NC(=O)C(C)N2CCN(C/C=C/c3ccccc3)CC2)cc1 (stereo unspecified)
    -1	-6	-3	i	-5	-6	0.6	-0.3	11	-6
> O=C(NCCc1ccc(Cl)cc1)c1cccnc1
    3	1	0	i	5	1	-2.3	0.0	-5	-1
> O=C(NCc1ccco1)c1cccs1
    3	6	-3	i	-6	-9	-1.4	-0.4	4	-13
> CC(C)(C)OC(=O)NN1CC(=O)N2[C@@H](Cc3c([nH]c4ccccc34)C2(C)C)C1=O
    3	3	-2	i	1	10	-0.1	-0.3	2	-3
> Cc1cc(OCCN2CCC(Cc3ccccc3)CC2)ccc1[N+](=O)[O-]
    -7	-7	1	i	8	22	0.5	-0.5	-4	0
> O=C(O)CC/C(=N\Nc1ccc(Cl)cc1)c1cccs1
    -10	-4	-1	i	-10	3	0.0	-1.2	-1	-8
> Cc1ccc(S(=O)(=O)Oc2ccccc2)cc1
    4	-3	1	i	-2	5	0.4	-0.2	-2	-18
> CCC1CCCCN1C(=O)C(=O)c1cn(CC(=O)N(CC)CC)c2ccccc12 (stereo unspecified)
    1	0	-1	i	1	-4	-0.3	-0.5	13	-5
> O=C(Nc1ccc(Cl)cn1)C1CCN(S(=O)(=O)c2cccs2)CC1
    -10	1	1	i	-3	-2	1.3	0.0	0	1
> Cc1nc(C(=O)NNC(=O)c2ccccc2Cl)c(C(F)(F)F)o1
    15	-2	2	i	2	5	-0.2	-0.8	8	-4
> COc1ccc(CC(=O)Nc2cccc(-c3nnc(-c4ccc(C)cc4)o3)c2)cc1OC
    6	-2	6	i	-11	-5	2.3	-0.9	1	-8
> Cc1cc(C)nc(SCc2ccc(C(=O)N/N=C/c3ccccc3C(=O)O)cc2)n1
    9	-2	-2	i	-1	5	0.1	-0.5	-10	-10
> Cc1cc(NC(=O)c2cc(CC(C)C)on2)n(-c2ccccc2)n1
    -3	0	1	i	-2	16	-1.0	-0.1	15	-8
> O=C(CSCc1ccc(Br)cc1)Nc1ccc(S(=O)(=O)N2CCCCCC2)cc1
    -3	-9	-1	i	1	16	4.8	0.0	8	-8
> CCOC(=O)c1c(C)[nH]c(C(=O)CN2CCOCC2)c1C
    -1	-4	-2	i	1	-15	1.0	-0.4	16	0
> CC(C)CNC(=O)CN1C(=O)NC2(CCCc3ccccc32)C1=O (stereo unspecified)
    -2	1	0	i	4	7	-0.3	-0.3	-2	-6
> O=C1C2C3C=CC(C3)C2C(=O)N1Cc1ccccc1 (stereo unspecified)
    1	5	-4	i	-7	-3	-0.4	-0.6	-11	-4
> CC(C)(C)C(=O)Nc1nnc(SCC(=O)Nc2ccc3c(c2)OCO3)s1
    -1	2	-2	i	-3	5	3.6	-0.3	15	-7
> O=C(Cn1nc(-c2ccco2)ccc1=O)Nc1cc(Cl)ccc1Cl
    -16	0	2	+	-2	3	-0.1	-0.7	7	-7
> CC(C)CN1CCN=C1N(C)C
    5	-1	-3	i	-1	3	-1.0	0.1	5	-4
> FC(F)(F)C(Oc1nc(NC2CCCCC2)nc(N2CCOCC2)n1)C(F)(F)F
    1	5	2	i	-4	-2	1.1	-1.1	-17	1
> N#Cc1c(N)n(CCNC(=O)c2ccccc2)c2nc3ccccc3nc12
    30	36	-2	/	-3	1	1.1	0.8	12	-6

# Scp-1 inhibitor: what is marked active above.
Molecule	SUMO1 PPI mod	DNMT1 block	Neddylation inh	NadD block	NRP1-CendR mod	LMPTP block	TbMetRS inhib	SKN-1 block	Scp-1 inhibitor
Cn1nnnc1SCC1=C(C(=O)O)N2C(=O)C(NC(=O)C3CC3c3ccccc3)C2SC1 (stereo unspecified)	1	27	i	0	-11	-0.7	1.0	12	59*

# Compound activity from PubChem BioAssay.
